Screens (PubChem)
UBC9 SUMO inh: SUMOylation inhibition. AID 2006. hit rate 0.36% among 290,000. inhibition, % at 35 µM. P63279. HTRF SUMOylation assay, SAE1/SAE2 + UBC9, in vitro; in the data active means inhibition above about 50%, passing the limit was not always enough; inconclusive means no clear call, values can overlap the other calls; further: strong numbers were not always called active
IMP-1 inh: inhibitors of Pseudomonas aeruginosa IMP-1 metallo-beta-lactamase | purified IMP-1, nitrocefin hydrolysis, epi-absorbance fluorescence | inhibition, % at 5.6 µM | hit rate 0.45% among 290,000 | AID 1556;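 active means inhibition above the mean plus 3 SD of all compounds in the same screening run, cut at about 4.5% in these data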;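 further: 0% = IMP-1 with DMSO and 100% = DMSO wells lacking enzyme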
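assay system = purified recombinant IMP-1 metallo-beta-lactamase enzyme | schedule = 15 min preincubation plus 25 min reaction at 25 °C | signal = Epi-absorbance fluorescence, 480 nm excitation, 530 nm emission | read-out basis = percent inhibition from optical density relative to buffer-blank wells | controls = IMP-1 with DMSO as 0%, enzyme-free DMSO as 100%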
IDE cell inh: cellular human IDE inhibition. HEK cells, FAbetaB cleavage, fluorescence polarization. inhibition, % at 5.59 µM. hit rate 0.41% among 320,000;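 active means percent inhibition above the average of all tested compounds plus 3 SD, set per screening campaign, cut at about 16% in these data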;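 further: IDE supplied by intact live HEK cells; FP after avidin binding of uncleaved biotin substrate so inhibition keeps polarization high; 0% = DMSO wells and 100% = 60 µM reference IDE inhibitor Ii1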
VIM-2 inh: inhibitors of Pseudomonas aeruginosa VIM-2 metallo-beta-lactamase; hit rate 0.89% among 290,000; inhibition, % at 5.6 µM; purified VIM-2, nitrocefin hydrolysis, epi-absorbance fluorescence;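 active means inhibition above the mean of all tested compounds plus 3 SD, cutoff set per screening run, cut at about 7.5% in these data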;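 further: red hydrolysis product quenches plate fluorescence so inhibitors raise well fluorescence; 0% = enzyme with DMSO and 100% = DMSO without enzyme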
p-CIP stab down: compounds decreasing mouse p/CIP protein stability; Q05BA5; F442A p/CIP-EGFP cells, EGFP fluorescence, 16 h; decrease of EGFP signal, % at 10 µM; hit rate 0.01% among 290,000;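 active means EGFP signal decrease of at least 30% at 10 µM or well 3 SD below plate mean, unless failing retest; inactive means the rest, including hits failing retest or dose response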; further: some compounds called inactive have numbers as strong as hits; many of its hits are not listed in these tables
Target sequence (Q05BA5 1-1403): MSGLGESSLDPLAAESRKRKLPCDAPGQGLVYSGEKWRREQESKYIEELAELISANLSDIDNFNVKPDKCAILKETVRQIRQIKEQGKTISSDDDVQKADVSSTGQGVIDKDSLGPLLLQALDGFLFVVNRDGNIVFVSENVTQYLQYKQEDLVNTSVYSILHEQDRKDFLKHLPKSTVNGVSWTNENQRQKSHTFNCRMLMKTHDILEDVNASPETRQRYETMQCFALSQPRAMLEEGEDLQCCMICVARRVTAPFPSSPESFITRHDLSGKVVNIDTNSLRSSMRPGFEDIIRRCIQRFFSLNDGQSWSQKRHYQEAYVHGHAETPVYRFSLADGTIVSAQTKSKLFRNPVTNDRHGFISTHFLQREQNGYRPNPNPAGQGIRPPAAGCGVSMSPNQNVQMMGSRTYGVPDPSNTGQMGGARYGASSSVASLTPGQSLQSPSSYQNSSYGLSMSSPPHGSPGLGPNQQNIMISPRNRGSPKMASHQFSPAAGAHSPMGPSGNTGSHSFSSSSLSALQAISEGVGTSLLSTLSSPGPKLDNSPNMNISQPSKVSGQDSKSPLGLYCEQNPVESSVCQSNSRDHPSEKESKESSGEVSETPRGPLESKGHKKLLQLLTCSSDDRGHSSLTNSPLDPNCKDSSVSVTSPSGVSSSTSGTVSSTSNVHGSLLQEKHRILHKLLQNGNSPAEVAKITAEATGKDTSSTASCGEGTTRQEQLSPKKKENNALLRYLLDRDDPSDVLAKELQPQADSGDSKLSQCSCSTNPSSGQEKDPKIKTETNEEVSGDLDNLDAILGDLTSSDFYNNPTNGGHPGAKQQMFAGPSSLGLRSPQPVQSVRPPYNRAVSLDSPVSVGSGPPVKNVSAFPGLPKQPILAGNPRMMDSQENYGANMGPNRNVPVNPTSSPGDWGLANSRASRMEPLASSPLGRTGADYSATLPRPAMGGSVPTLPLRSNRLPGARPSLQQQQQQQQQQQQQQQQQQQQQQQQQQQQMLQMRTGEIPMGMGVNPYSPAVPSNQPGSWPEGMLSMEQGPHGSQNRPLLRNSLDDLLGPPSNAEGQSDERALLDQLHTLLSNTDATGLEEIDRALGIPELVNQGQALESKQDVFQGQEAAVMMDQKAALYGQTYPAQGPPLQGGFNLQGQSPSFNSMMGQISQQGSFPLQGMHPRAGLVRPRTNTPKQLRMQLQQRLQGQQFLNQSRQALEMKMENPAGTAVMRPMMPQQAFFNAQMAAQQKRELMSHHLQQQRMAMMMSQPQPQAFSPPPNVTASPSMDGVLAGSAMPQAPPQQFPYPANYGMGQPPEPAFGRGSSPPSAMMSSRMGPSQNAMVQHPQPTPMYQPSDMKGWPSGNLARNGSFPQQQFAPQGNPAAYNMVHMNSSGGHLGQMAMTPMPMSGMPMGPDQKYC
IDE cell activ: IDE (human) activation, cell-based. AID 493087. HEK cells, FAbeta-B cleavage, fluorescence polarization; 0% vehicle, 100% cell-free pure enzyme wells. hit rate 0.073% among 340,000. activation, % at 5.96 µM. P14735;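 active means activation above the mean of all tested compounds plus 3 SD, set per screening campaign, cut at about 17% in these data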
NS3 helicase inh: blocks Hepatitis C virus NS3 helicase unwinding. AID 1800. hit rate 0.56% among 290,000. inhibition, % at 10.9 µM. NS3 helicase DNA unwinding, Cy5 molecular beacon fluorescence;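 active means inhibition above the mean of all tested compounds plus 3 SD, set per campaign, cut at about 35% in these data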;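 further: 0% = DMSO wells and 100% = thioflavine S control wells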
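Assay system – hepatitis C virus NS3 helicase domain fragment enzyme · Buffer or medium – MOPS pH 6.5, MgCl2, DTT, Tween20, BSA · Reagent – Cy5/quencher beacon DNA duplex and ATP to start · Compound – single 10.9 µM dose · Timing – 1 h at 25 °C · Technique – Cy5 beacon fluorescence read at start and 1 h · Measure – % inhibition of unwinding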
M18AAP inhibitor: PfM18AAP enzyme inhibition; hit rate 1.2% among 290,000; recombinant PfM18AAP, H-Glu-NHMec fluorogenic cleavage; AID 1822; inhibition, % at 7.35 µM;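 active means inhibition above the campaign mean inhibition over all tested compounds plus 3 SD, cut at about 28% in these data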;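 further: 0% = plate median of test compound wells and 100% = 2 mM ZnCl2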
FID counter: displaces DNA intercalator in HCV helicase counter-screen. AID 1845. DNA fluorescent intercalator displacement, fluorescence. inhibition, % at 7.9 µM. hit rate 0.17% among 290,000; in the data active means inhibition above about 37%;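 further: 0% = vehicle and 100% = reference compound; higher means more ethidium bromide displaced from hairpin DNA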
Starred values were filed as active, the others as inactive; ? = inconclusive; / = not tested or not shown. Compounds were not picked by outcome. About 3.6% of those tested had a hit in this group.

SMILES	UBC9 SUMO inh	IMP-1 inh	IDE cell inh	VIM-2 inh	p-CIP stab down	IDE cell activ	NS3 helicase inh	M18AAP inhibitor	FID counter
CC(C)Sc1nc(SCC(=O)O)c2c3c(sc2n1)COC(C)(C)C3	-5	-0.3	0	24*	2	-2	14	-5	-36
COc1cc(/C=C/C(=O)c2ccc3c(c2)OCO3)cc(Cl)c1O	-20	-2.5	160*	-1.9	-156	-203	-13	32*	-12
COc1ccc(CNC(=O)COC(=O)/C=C/c2cccc(Br)c2)cc1	10	-2.4	0	-2.8	17	4	0	0	-6
O=C(COc1ccc2ccccc2c1)NNC(=O)Nc1ccc(F)cc1F	-1	-2.2	-4	-1.9	9	0	-5	-3	-9
COc1ccc(-n2nc([N+](=O)[O-])c(=NCc3cccnc3)n2O)cc1	3	-0.5	2	-0.3	-3	1	8	-2	1
Cc1c(CC(=O)NCCCC(=O)O)c(=O)oc2cc3oc4c(c3cc12)CCCC4	32	-4.0	2	-2.0	5	-3	0	1	-33
CCOc1ccc(-n2c(=O)c3ccccc3c3ccccc3c2=O)cc1	2	-4.4	6	-3.5	2	4	15	3	-14
O=C(NC(=S)Nn1cnc2c(cnn2-c2ccccc2)c1=O)c1ccc(Oc2ccccc2)cc1	25	-2.8	2	-3.1	0	-4	1	3	-4
COC(=O)CN1C(=O)N/C(=C/c2cc3c(cc2OC)OCO3)C1=O	-5	-3.2	-3	-5.2	16	3	10	3	-4
CCOc1ccc(NC(=O)c2ccncc2)cc1	27	-2.0	4	-3.7	-11	2	4	8	-2
C=CCOc1c2ccc(C(=O)NCc3ccccc3OC)cc2nn1C	16	-1.7	-3	-3.6	-8	2	-7	4	-7
CCn1c(CN2CCOCC2)nnc1SCC(=O)Nc1ccccc1C	13	-1.4	8	-3.1	-2	-2	13	-1	-7
CCCCC(=O)N(CCOC)c1nnc(-c2cccnc2)s1	-6	-2.9	3	-4.1	-7	-2	3	5	-18
Cc1ccc(NC(=O)c2cccc3c2-c2ccccc2C3=O)cc1C	-7	-2.2	1	-3.6	-8	1	3	0	0
Cc1cc(NS(=O)(=O)c2ccc(NC(=O)c3cc4ccccc4o3)cc2)nc(C)n1	18	0.4	6	-0.7	-5	-3	-3	8	-12
CCOc1ccc(C(=O)N2CCCN(C(=O)c3ccc(OCC)cc3)CC2)cc1	-11	0.3	8	-2.0	-22	1	0	-1	-27
CCn1cc(SCC(=O)NCc2ccc3c(c2)OCO3)c2ccccc21	-10	-2.5	-1	-3.3	-4	6	-9	0	-14
CCOc1ccc(C2NC(=O)c3sc(=S)n(-c4ccccc4)c3N2)cc1 (stereo not given)	0	0.0	-1	-3.4	16	1	4	6	1
COc1ccccc1NC(=O)Cc1nnc(SCC(=O)NC2=NCCS2)n1C	11	-3.5	6	-4.7	-16	4	12	3	-10
CCOC(=O)C1CCN(CC(=O)c2c(C)[nH]c3cc(C)ccc23)CC1	1	0.7	-5	1.6	-16	0	-7	1	4
CC(=O)/C(C#N)=C1\NC(=O)C(Cc2ccccc2C)S1 (stereo not given)	0	-4.4	5	-2.5	-16	/	17	1	-8
CC(C)C(=O)Nc1nnc(Cc2ccccc2)s1	20	1.5	10	2.5	2	4	4	-14	-4
COC(=O)C(CCSC)NC(=O)c1cc2c(n(-c3ccc(C)cc3)c1=O)CCCC2=O (stereo not given)	1	-0.6	-1	2.6	-21	4	-5	-9	-41
Cc1cc(N/N=C2/CCCc3ccccc32)nc2ccccc12	3	-1.8	7	-2.7	2	1	8	5	-1
CC1CCCN(CCCNC(=O)c2nn(C)c3c2CSc2ccccc2-3)C1 (stereo not given)	4	1.4	-1	6.8	-6	6	-26	5	32
CN1CCN(C(=O)c2ccc(N(C)S(=O)(=O)c3cccs3)cc2)CC1	12	-3.3	4	-3.6	-4	2	1	-2	14
Cc1c(N=C2C=C(Br)C(=O)C(Br)=C2)c(=O)n(-c2ccccc2)n1C	?	-3.2	/	0.4	-3	1	27	22	-18
Cc1ccc(O)c(C(=O)c2coc(=N)c(C(=O)NC(C)C)c2)c1	-2	-2.4	4	-2.9	-1	3	3	-7	-2
Cc1ccc(S(=O)(=O)NNC(=S)NCCc2ccccc2)cc1	22	-1.9	-1	-4.0	-7	5	-6	-17	-6
COC(=O)c1cnc2c(C(F)(F)F)cccc2c1OC	11	-1.1	-5	-0.3	-5	-4	7	4	-3
COc1cc(Br)c(CN2C(=O)NC3(CCCCCC3)C2=O)cc1OC	0	-0.8	-4	-1.2	-19	4	15	1	-24
Cc1nc(Cl)cc(N/N=C/c2ccc(O)cc2)n1	4	-3.2	0	-2.7	-6	3	-3	4	1
Cc1ccccc1CSc1nnc(CCCCCNC(=O)OC(C)(C)C)o1	-10	-2.6	14	-2.9	-3	/	-6	3	-51
COc1ccc(/C=C/c2nc3ccccc3n2Cc2ccc(OC)c(OC)c2)cc1	-3	-2.2	2	-0.6	-8	3	-19	1	-26
Cc1ccc(CNC(=O)CN(C)S(=O)(=O)c2cccc3nsnc23)cc1	8	-2.4	1	-2.0	0	1	2	5	-8
O=C(CSc1nnnn1C1CCCCC1)Nc1ccccc1N1CCOCC1	-9	-2.6	2	-1.0	-8	1	-4	3	-43

Whole records as entered above. Order of screens: UBC9 SUMO inh	IMP-1 inh	IDE cell inh	VIM-2 inh	p-CIP stab down	IDE cell activ	NS3 helicase inh	M18AAP inhibitor	FID counter
Shown for Cc1c(N=C2C=C(Br)C(=O)C(Br)=C2)c(=O)n(-c2ccccc2)n1C : ?	-3.2	/	0.4	-3	1	27	22	-18
Shown for Cc1ccc(S(=O)(=O)NNC(=S)NCCc2ccccc2)cc1 : 22	-1.9	-1	-4.0	-7	5	-6	-17	-6
Shown for COC(=O)c1cnc2c(C(F)(F)F)cccc2c1OC : 11	-1.1	-5	-0.3	-5	-4	7	4	-3

(list continues)
SMILES	UBC9 SUMO inh	IMP-1 inh	IDE cell inh	VIM-2 inh	p-CIP stab down	IDE cell activ	NS3 helicase inh	M18AAP inhibitor	FID counter
O=C(CC12CC3CC(CC(C3)C1)C2)N1CCCC1	-7	-5.0	0	-4.2	5	3	2	-8	-10
O=C(CCNC(=O)c1ccco1)NCCc1ccc(Cl)cc1	17	-0.3	/	0.4	-19	3	9	-8	-9
CN1C(=O)/C(=C/c2cn(CC(=O)NCc3ccco3)c3ccccc23)NC1=S	9	-1.1	16	-6.3	-6	/	10	12	0
COc1cc(OC)cc(C(=O)N[C@H](C(=O)Nc2nc3ccc(S(C)(=O)=O)cc3s2)C(C)C)c1	0	-0.6	-4	-0.8	6	4	-17	-3	-17
O=C(NC1CCCCC1)N(Cc1nc2ccccc2c(=O)[nH]1)C1CCCC1	-6	-1.0	1	1.0	-3	0	-9	-5	-22
COc1ccc(C2=[N+]([O-])C(C)(C)N(O)C2C)cc1 (stereo not given)	14	-0.1	-1	0.6	-16	6	-2	-8	1
Cc1csc(NC(=O)COCC(=O)O)c1-c1nc2ccccc2s1	32	-1.5	3	2.8	0	/	8	16	-16
CC(C)(C)NC(=O)CSc1nc(O)cc(=O)n1-c1ccccc1F	16	-1.2	5	-1.2	1	-3	6	8	-40
CCOc1cc(/C=C2\C(=O)N(c3cccc(C(F)(F)F)c3)C(=O)c3ccccc32)ccc1O	16	-1.0	-3	0.8	-7	0	9	5	-13
O=C(C1CCCC1)N1CCN=C1SCc1cccc([N+](=O)[O-])c1	8	-0.8	5	1.2	3	2	1	18	1
COc1ccc(NC(=S)N(Cc2ccc(C(=O)O)cc2)Cc2ccc(OC)c(OC)c2)cc1	8	-1.0	5	-7.8	-3	-2	4	7	-25
O=C(N/N=C/c1cccs1)c1ccccn1	-12	-5.2	-3	-5.1	11	7	5	1	0
COc1ccc(C)cc1NC(=O)Nc1cccc(C(=O)O)c1	18	-2.9	1	-3.0	-16	6	-1	2	-4
CC(=O)N1CCc2c(sc(NC(=O)Cc3ccc(F)cc3)c2C#N)C1	3	-0.1	-3	-4.0	1	4	11	1	-4
Cc1[nH]c(=O)c(C#N)cc1-c1ccncc1	13	-0.9	1	0.3	-5	7	5	-1	2
Cc1ccn2c(CNCCn3cccn3)c(C(=O)N3CCCCCC3)nc2c1	9	-1.0	4	-0.3	-16	1	-9	-3	-9
Cn1c(=O)c([N+](=O)[O-])c(Cl)c2ccccc21	25	-3.4	/	7.6	-8	2	-2	-32	6
CC(=O)n1cc(Nc2ccccc2C(=O)O)c2ccccc21	23	-1.0	1	-1.4	-8	1	2	11	4
CC(C)(C)NC(=O)C(=O)NNC(=O)c1ccco1	17	-1.7	0	-2.2	-15	-2	7	-3	6
O=C(NCc1cccnc1)c1cccc(-c2cc3ccccc3oc2=O)c1	33	-2.5	-1	-0.8	-3	0	5	-9	-19
CN(C)CCCNC(=O)c1ccc2[nH]c3ccccc3c2c1	33	0.9	-4	0.9	-16	-3	-8	-10	21
CSCCC(=O)N(C)CC1CCCN(CCc2cccc(C(F)(F)F)c2)C1 (stereo not given)	-5	-2.9	0	-1.9	-1	3	4	2	-1
O=C(c1ccccc1)C1Oc2ccccc2C2CC(c3cccs3)=NN12 (stereo not given)	2	-1.9	-3	-1.8	-11	-1	-10	8	-9
COc1ccc(/C=C2\Oc3cc(OC(=O)N4CCOCC4)ccc3C2=O)c(OC)c1	8	-1.8	2	-1.2	-17	-16	0	0	-3
COc1ccccc1NC(=O)CN1CCN(CC(=O)Nc2ccc(F)cc2)CC1	-1	-1.3	-1	0.3	5	1	6	6	-7
CC(C)CCNC(=O)Cn1c(=O)oc2cc(S(=O)(=O)N3CC(C)CC(C)C3)ccc21 (stereo not given)	46	-2.8	3	0.1	-2	-3	12	2	-9
Cc1cc(C)c(S(=O)(=O)N2CCOC2CNC(=O)C(=O)NCc2ccncc2)c(C)c1 (stereo not given)	12	-5.0	4	-3.3	-5	-4	7	0	-32
COC(=O)CCC(=O)COc1ccc(OC)cc1C#N	-18	-1.9	-4	-4.9	-8	6	7	-1	1
COc1cccc(C(=O)N2CCN(Cc3ccc4c(c3)OCO4)CC2)c1OC	21	-4.9	-1	-6.4	2	2	-4	-6	-3
C=CCN(C(=O)c1ccc(Cl)cc1)c1ccccc1C(=O)NCC(=O)O	2	-1.6	-2	-2.2	-2	1	-3	-4	-7
N=c1c2c(n(Cc3ccc(F)cc3)c3c1CCC3)CCCC2	2	-5.6	-3	-0.4	0	-1	-5	-4	2
CC(NC(=O)c1ccc2c(c1)S(=O)(=O)N=C1CCCCCN12)c1ccc(S(N)(=O)=O)cc1 (stereo not given)	-1	2.6	-5	-0.4	11	1	17	-1	-26
CN(CCCS(=O)(=O)[O-])c1ccc(/C=C/c2ccc3ccccc3[n+]2C)cc1	-18	-8.0	/	-6.8	-4	1	-3	24	-20
Cc1nc2ccccc2c(=O)n1NC(=O)c1ccc(Cl)c(Cl)c1	8	-3.4	-4	-1.6	-8	2	-1	1	0
Cc1cc(C)n2c(SCC(=O)NC3CCCCC3)nnc2n1	25	-2.8	-3	-2.6	-4	-1	5	5	-8
